Screens: PubChem, several laboratories
CHT inh = inhibitors of human choline transporter CHT. High affinity choline transporter 1 (Homo sapiens), Q9GZV3. CHT-expressing cells, membrane potential dye, choline response; hits give low values. actives 0.86% (n = 310,000). B-score at 10 µM. AID 488975, 2010;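 active means B-score over 3 SD under the library average, and starting fluorescence ratio not unusually high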;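 further: choline stimulus applied at its EC90 after an EC20 pre-addition; B-score computed on integrated fluorescence ratio after choline addition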
Target sequence (Q9GZV3 whole entry, looked up): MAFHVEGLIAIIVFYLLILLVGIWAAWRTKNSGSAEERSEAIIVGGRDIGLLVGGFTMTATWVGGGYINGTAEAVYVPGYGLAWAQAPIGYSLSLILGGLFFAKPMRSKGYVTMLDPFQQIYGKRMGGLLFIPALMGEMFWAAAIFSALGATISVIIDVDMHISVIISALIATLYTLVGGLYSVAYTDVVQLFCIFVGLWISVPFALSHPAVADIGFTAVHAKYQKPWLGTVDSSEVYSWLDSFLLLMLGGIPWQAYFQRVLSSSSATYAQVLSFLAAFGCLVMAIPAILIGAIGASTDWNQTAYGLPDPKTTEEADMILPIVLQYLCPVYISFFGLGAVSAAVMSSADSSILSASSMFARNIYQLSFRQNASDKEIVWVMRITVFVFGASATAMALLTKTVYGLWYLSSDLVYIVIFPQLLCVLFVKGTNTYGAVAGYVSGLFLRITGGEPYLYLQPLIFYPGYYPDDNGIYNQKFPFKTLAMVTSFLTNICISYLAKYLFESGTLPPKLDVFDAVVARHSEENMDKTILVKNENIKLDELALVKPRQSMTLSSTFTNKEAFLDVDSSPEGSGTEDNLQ
STK33 inh = inhibitors of purified STK33 kinase, primary screen, biochemical, ADP-Glo luminescence, homogeneous, cell-free. Serine/threonine-protein kinase 33 (Homo sapiens), Q9BYT3. MBP phosphorylation. inhibition, % at 10 µM. actives 0.073% (n = 320,000). AID 2661, 2010;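 active means inhibition at or above 25%, using the most active replicate where run in duplicate; inactive means inhibition below 25%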
Target sequence (Q9BYT3 whole entry, looked up): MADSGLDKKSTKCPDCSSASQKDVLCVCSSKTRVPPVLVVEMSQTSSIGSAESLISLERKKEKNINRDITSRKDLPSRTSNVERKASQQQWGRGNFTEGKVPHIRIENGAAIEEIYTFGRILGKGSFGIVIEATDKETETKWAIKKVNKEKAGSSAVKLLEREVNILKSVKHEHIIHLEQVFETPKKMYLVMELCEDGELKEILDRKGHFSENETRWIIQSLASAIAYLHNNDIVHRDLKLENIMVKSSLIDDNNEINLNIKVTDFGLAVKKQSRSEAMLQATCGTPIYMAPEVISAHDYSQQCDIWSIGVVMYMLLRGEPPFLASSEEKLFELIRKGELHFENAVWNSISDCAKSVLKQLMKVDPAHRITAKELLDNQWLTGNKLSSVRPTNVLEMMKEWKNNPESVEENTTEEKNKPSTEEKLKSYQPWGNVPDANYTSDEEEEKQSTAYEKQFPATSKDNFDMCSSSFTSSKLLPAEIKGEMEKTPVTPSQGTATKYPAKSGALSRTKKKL
CHT PAM = CHT positive allosteric modulators, primary screen, cell-based, membrane potential dye, choline EC20; High affinity choline transporter 1 (Homo sapiens), Q9GZV3; CHT-expressing cells; hits give high values; LV-AA mutant CHT in HEK293 cells; B-score at 10 µM; actives 0.49% (n = 310,000); AID 488977, 2010;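 active means initial fluorescence not abnormally high and integrated response B-score, plate-corrected, over 3 SD above library mean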
The depositor's hits bear a star; i = inactive; . = no result given; & = joins results of further samples; ! = repeats disagree.

SMILES	CHT inh	STK33 inh	CHT PAM
Cc1ccc(-c2cc(C(=O)N3CCN(C(=O)c4ccco4)CC3)no2)cc1	i	-0.8	i
CCOC(=O)C1=C(C)Nc2ncnn2C1c1cccs1 (stereo not drawn)	i	0.2	i
O=C1c2cccnc2C(Nc2cccc(F)c2)N1Cc1ccco1 (stereo not drawn)	i	0.2	i
Cc1ccc(NC(=O)COC(=O)C2CC2)c(Br)c1	i	1.7	i
Cc1nc(N2CCC(C)CC2)c2c(C)c(C(=O)Nc3cccc(C(F)(F)F)c3)sc2n1	i	-1.7	i
O=C(COc1ccc(Cl)cc1)NCCNC(=O)c1cnccn1	i	-0.8	i
COc1ccc(NC(=O)NC2(C(=O)N3CCCC3)CCCCC2)cc1	i	0.2	i
Cc1ccc(S(=O)(=O)N2CCOCC2)cc1C(=O)NC(=S)N1CC(C)CC(C)C1 (stereo not drawn)	i	.	i
CCn1c(SCC(=O)N2c3ccccc3Sc3ccccc32)nnc1-c1ccco1	i	0.5	i
CCOc1ccc(C2CC(c3cccc(OC)c3OC)n3nnnc3N2)cc1Cl (stereo not drawn)	i	2.4	i
O=C(COC(=O)COc1ccc(Cl)cc1Br)NCc1cccs1	i	-1.9	i
COc1cc(Cl)c(C)cc1N1C(=O)CN(Cc2ccccc2)C1=S	i	-0.6	i
Cc1cc(NC(=O)CCC(=O)N(Cc2cccs2)C(C(=O)NC2CCCC2)c2ccncc2)no1 (stereo not drawn)	i	-2.0	i
CC(C)CC(=O)NC(=S)Nc1ccccc1C(F)(F)F	i	-0.1	i
CCN(CC(=O)Nc1ccccc1OC)C(=O)CCOc1ccc(C(C)(C)C)cc1	i	0.2	i
Cn1nc(C(F)(F)F)c(/C=N/OC(=O)c2ccc(Cl)cc2)c1Cl	i	-2.0	i
COc1ccc(CN(C(=O)CSc2nnc(-c3ccc(OC)c(OC)c3)o2)c2ccc(F)cc2)cc1	i	-0.4	i
O=C1N=C(N2CCc3ccccc3C2)S/C1=C\c1cccc(O)c1	i	-1.2	i
O=C(NC1CCCCCCC1)C1c2ccccc2C(=O)N1Cc1ccco1 (stereo not drawn)	i	3.2	i
CC1CCN(C(=O)CCC(=O)N2CC(C)Oc3ccccc32)CC1 (stereo not drawn)	i	-0.4	i
Cc1oc(-c2ccccc2Cl)nc1CSCC(=O)N1CCCC1	i	0.2	i
CCOC(=O)C(C(=O)OCC)C(C#N)c1ccccc1 (stereo not drawn)	i	0.8	i
O=C(C1CCCC1)N1CCN(S(=O)(=O)c2ccc(F)c(F)c2F)CC1	i	0.1	i
CC(=O)Nc1c(C(=O)Nc2ccc3c(c2)OCO3)oc2ccccc12	i	0.4	i
COc1ccc(C2=NN(C(=O)CCC(=O)O)C(c3ccc(F)cc3)C2)cc1 (stereo not drawn)	i	-2.2	i

Record cards, as listed above:
`Cc1nc(N2CCC(C)CC2)c2c(C)c(C(=O)Nc3cccc(C(F)(F)F)c3)sc2n1` reads CHT inh: i; STK33 inh: -1.7; CHT PAM: i
`Cc1ccc(-c2cc(C(=O)N3CCN(C(=O)c4ccco4)CC3)no2)cc1` reads CHT inh: i; STK33 inh: -0.8; CHT PAM: i
`CCn1c(SCC(=O)N2c3ccccc3Sc3ccccc32)nnc1-c1ccco1` reads CHT inh: i; STK33 inh: 0.5; CHT PAM: i

Part of the list above in order of formula weight, smallest number first:
SMILES	CHT inh	STK33 inh	CHT PAM
CCOC(=O)C(C(=O)OCC)C(C#N)c1ccccc1 (stereo not drawn)	i	0.8	i
CC(C)CC(=O)NC(=S)Nc1ccccc1C(F)(F)F	i	-0.1	i
CCOc1ccc(C2CC(c3cccc(OC)c3OC)n3nnnc3N2)cc1Cl (stereo not drawn)	i	2.4	i

The list goes on.
SMILES	CHT inh	STK33 inh	CHT PAM
COc1ccc(-c2csc3ncnc(Oc4ccc5c(C)cc(=O)oc5c4)c23)cc1	i	-1.5	i
COc1ccc([C@H]2/C=C\CN(S(C)(=O)=O)[C@@H](C)C(=O)N2Cc2ccc(F)cc2)cc1	i	-1.3	i
O=C(/C=C/c1cccc([N+](=O)[O-])c1)NCCSCc1c(Cl)cccc1Cl	i	-2.0	i
Cc1cccc2cc(CN(Cc3ccc(F)cc3)Cc3nnnn3C3CCCC3)c(=O)[nH]c12	i	1.6	i
CCN(CC)CCNC(=O)c1cn(CC)c2cc(N3CCN(C(=O)c4ccco4)CC3)c(F)cc2c1=O	i	-0.3	i
O=S(=O)(Nc1ccc(-c2nc3cccnc3s2)cc1)c1cc(F)ccc1F	i	-0.5	i
Cc1ccc(C)c(S(=O)(=O)N2CCN(C(=O)c3ccc(OCc4c(C)noc4C)cc3)CC2)c1	i	-0.7	i
CN[C@H]1CC[C@@H](c2ccc(Cl)c(Cl)c2)c2ccccc21	-6.8*!	-0.2&-0.2	i
CN1CCc2c(c3ccccc3n2C)C1	i	-1.2	i
COc1ccc(C2=NN(C(=O)CCC(=O)O)C(c3ccccc3F)C2)cc1 (stereo not drawn)	i	-0.4	i
O=C(Nc1nnc(Cc2ccccc2)s1)c1cccs1	i	-1.4	i
COc1ccccc1NC(=O)CCC(=O)OCc1ccc(Br)cc1	i	-1.6	i
Cn1c(=O)n(C)c2cc(N3CCOCC3)c(NC(=O)c3cccc(Cl)c3)cc21	i	0.6	i
CC1=C/C(=N\NC(=O)c2cccs2)CC(C)(C)C1	i	.	i
CCn1c(CNC(=O)c2ccc(OC)cc2)nnc1SCC(=O)c1ccccc1	i	-1.5	i
Cc1nonc1NC(=O)CSc1cn[nH]n1	i	-0.3	i
CCN(CC)c1ccc(S(=O)(=O)N2CCOCC2)cc1NC(=O)CN1C(=O)NC2(CCC(C)CC2)C1=O (stereo not drawn)	i	1.1	i
Cc1cc(C(=O)COC(=O)c2ccc3c(c2)NC(=O)CS3)c(C)n1CC1CCCO1 (stereo not drawn)	i	-0.8	i
COc1ccc(CCNC(=O)CSc2nc3[nH]ncc3c(=O)n2-c2ccc(Cl)cc2Cl)cc1OC	i	0.1	i
CCCOc1ccc(C(=O)NNC(=S)NC(=O)c2ccco2)cc1	-7.9*	-1.3	i
COc1ccc(NS(=O)(=O)c2ccc(Br)cc2)cn1	i	-1.7	i
COc1ccc(OC)c(CCNC(=O)CS(=O)(=O)Cc2nc(-c3ccccc3Cl)oc2C)c1	i	-1.5	i
CC(=O)Nc1ccc(NC(=O)c2ccccc2C)cc1	i	-1.4	i
Cc1ccc(OCC(=O)NC(C)c2ccccc2)c([N+](=O)[O-])n1 (stereo not drawn)	i	-1.4	i
CC(C)(C)C1CCC(C(=O)OCC(=O)N2CCOCC2)CC1 (stereo not drawn)	i	-1.1	i

Reformatted: 4 of the compounds above.
O=C(/C=C/c1cccc([N+](=O)[O-])c1)NCCSCc1c(Cl)cccc1Cl
  CHT inh: i; STK33 inh: -2.0; CHT PAM: i

Cc1cccc2cc(CN(Cc3ccc(F)cc3)Cc3nnnn3C3CCCC3)c(=O)[nH]c12
  CHT inh: i; STK33 inh: 1.6; CHT PAM: i

CCN(CC)CCNC(=O)c1cn(CC)c2cc(N3CCN(C(=O)c4ccco4)CC3)c(F)cc2c1=O
  CHT inh: i; STK33 inh: -0.3; CHT PAM: i

O=S(=O)(Nc1ccc(-c2nc3cccnc3s2)cc1)c1cc(F)ccc1F
  CHT inh: i; STK33 inh: -0.5; CHT PAM: i

More compounds follow:
SMILES	CHT inh	STK33 inh	CHT PAM
CCN1CCN(CCC(=O)Nc2ccccc2C)CC1	i	-1.7	i
Cc1ccc(C)c(NC(=O)c2cc(-c3cc(C)c(C)cc3O)n[nH]2)c1	i	0.5	i
O=C(NCC1CCCO1)C1CCN(C2CCN(Cc3cccs3)CC2)CC1 (stereo not drawn)	i	-1.2	i
CC1(C)S/C(=N/N=C/c2cccs2)NC1=O	i	-0.4	i
NC(=O)NO	i	-1.5	i
CN(c1ccc(C(=O)N2CCOCC2)cc1)S(C)(=O)=O	i	-1.4	i
O=C(CN1CCCC1)Nc1sc2c(c1C(=O)Nc1ccccc1)CCCC2	i	-0.6	i
O=S(=O)(NCCc1ccccc1)c1ccc(Cl)nc1	i	-2.9	i
COc1cccc(N2C(=O)CC(N3CCN(CCN=CC4=C(O)CC(C)(C)CC4=O)CC3)C2=O)c1 (stereo not drawn)	i	-4.1	i
COc1ccc(Nc2nc3cc(C)ccc3cc2C#N)cc1	i	-0.6	i
O=C(c1cc2ccccc2cc1O)N1CCN(c2cccc(Cl)c2)CC1	i	-0.8	i
O=C(COC(=O)c1ccccc1NC(=O)c1ccco1)Nc1ncc(Cl)cc1Cl	i	2.2	i
O=C(Nc1cccc(Cl)c1Cl)c1ccc(-c2ccccc2)cc1	i	1.8	i
C(=N\Nc1nncc2ccccc12)/c1ccccc1	i	0.6	i
CS(=O)(=O)N(CC(=O)N1CCN(Cc2ccccc2)CC1)c1cccc([N+](=O)[O-])c1	i	-0.1	i
CCOc1ccccc1NC(=O)C(C)CC (stereo not drawn)	i	-0.5	i
COC(=O)c1ccc(/C=C(\C#N)c2ccccn2)cc1	i	.	i
CCOc1ccc(OCC)c(NC(=O)c2ccc(CNc3c(N4CCOCC4)c(=O)c3=O)cc2)c1	i	0.4	i
Cc1nnc(SCC(=O)NNC(=O)CC#N)[nH]c1=O	i	-0.4	i
Cc1nn(Cc2ccc(F)cc2)c(C)c1NC(=O)c1cc(-c2ccco2)on1	i	0.9	i
C=CCNc1nc(Nc2ccc(-c3nc4ccccc4o3)cc2)nc(N2CCOCC2)n1	i	-2.0	i
COc1ccc(C2C(C(=O)N3CCN(C)CC3)c3cc(OC)c(OC)cc3C(=O)N2C)cc1 (stereo not drawn)	i	-1.0	i
Cc1cc(C)nc(NC(=S)NC(=O)c2ccccc2F)n1	i	-1.6	i
O=C1c2cccc3c(N4CCCCC4)ccc(c23)C(=O)N1CCO	i	2.8	i
COc1ccccc1OCCOc1ccc(/C=C2/C(=N)N3OC(C)=CC3=NC2=O)cc1OC	i	-0.6	i
SMILES	CHT inh	STK33 inh	CHT PAM
Cc1[nH]n(S(=O)(=O)c2ccccc2)c(=O)c1N=Nc1cccc(Cl)c1	i	-1.7	i
CCOc1ccccc1N(CC(=O)Nc1ccc(OC)cc1OC)S(=O)(=O)c1ccccc1	i	1.1	i
O=C(CC(=O)NCc1ccc(Cl)cc1)NCc1ccc(Cl)cc1	i	-1.4	i
O=C(CSc1ccc(-c2cccnc2)nn1)N1CCCc2ccccc21	i	-1.0	i
COc1cccc(OC)c1C(=O)Nc1nc(-c2ccccc2)cs1	i	-2.5	i
Cc1cccc(NC(=O)CSCC(=O)NCc2ccco2)c1	i	-0.4	i
COc1ccc(C(CC(=O)O)N2Cc3ccccc3C2=O)cc1 (stereo not drawn)	i	-0.3	i
CCCSCCCNC(=O)Cn1c(=O)c2cccn2c2ccccc21	i	0.2	i
COc1cccc(C(=O)COc2ccc3ccc(=O)oc3c2)c1	i	-0.5	i
CC1CC(C)CN(CC(=O)c2c[nH]c3ccccc23)C1 (stereo not drawn)	i	-1.5	i
Cc1nn(CC2CC2)c(=O)n1-c1ccc(Oc2ccccc2)cc1	-12*	-3.3	i
CC1(C(=O)O)CCC(C(=O)NCCc2ccccc2)C1(C)C (stereo not drawn)	i	2.7	i
CC1(C)CC(CCC(=O)Nc2ccccc2Cl)C(=O)O1 (stereo not drawn)	i	0.0	i
Cc1ccc(C(=O)OCC(=O)N(C)C2CCS(=O)(=O)C2)cc1S(=O)(=O)N1CCOCC1 (stereo not drawn)	i	-2.5	i
COC(=O)N/N=C/c1cc(Cl)cc(Cl)c1OCc1ccccc1F	i	-2.2	i
COc1ccc(CCN=C(N)NS(=O)(=O)c2ccc3ccccc3c2)cc1	i	0.4	i
CCN(CC)C(=O)N1CCN(Cc2ccc3c(c2)OCO3)CC1	i	10	i
CC1CCN(c2ccc(/C=N/n3nnnc3N)cc2[N+](=O)[O-])CC1	i	-1.0	i
O=C(c1cc(Sc2cccc(Cl)c2)nc2ccccc12)N1CCN(c2ccccn2)CC1	i	-0.6	i
COc1ccc(-c2nn(CCC(=O)O)cc2CCC(=O)O)cc1	i	-1.5	i
CCc1nc2ccc(C(=O)N3CCN(c4cccc(OC)c4)CC3)cc2nc1CC	i	-2.1	i
CC(c1ccc(O)cc1)(c1ccc(O)cc1)c1ccc(CCBr)cc1	i	-1.0	i
Cc1ccc(CN2CCN(Cc3cn[nH]c3C3CCCCC3)CC2CCO)cc1 (stereo not drawn)	i	-0.8	i
CCCn1c(SCC(=O)NC(=O)NC(C)(C)C)n[nH]c1=O	i	-1.0	i
O=C(NC(=S)Nc1ccc2[nH]c(=O)[nH]c2c1)c1cc(Br)ccc1Cl	i	0.4	i
SMILES	CHT inh	STK33 inh	CHT PAM
Cc1ccc(N2C(=O)/C(=C\c3ccco3)SC2=S)cc1	i	1.5	i
CC(=O)Nc1ccc(S(=O)(=O)N2CCc3ccccc3C2)cc1	i	9.9	i
O=C(N/C(=C/c1cccnc1)C(=O)N1CCCCCC1)c1ccccc1	i	-1.9	i
CC(C)c1ccc(/C=C/C(=O)Nc2ccc(CN3CCOCC3)cc2)cc1	i	-0.8	i
CCn1cnc2c1c(=O)n(Cc1ccc(C(=O)OC)cc1)c(=O)n2Cc1ccccc1	i	-0.4	i
O=C(NCCc1ccccc1)C1CC(c2ccccc2O)=NO1 (stereo not drawn)	i	-6.0	i
CN(C)c1ccc(NC(=O)Nc2ccc3c(c2)nnn3C)cc1	i	1.4	i
Cc1[nH]nc(NNC(=O)c2ccccc2)c1[N+](=O)[O-]	i	-0.1	i
COc1ccc(-n2c(C)cc(C(=O)CSc3nnc(-c4cccs4)o3)c2C)cc1	i	-1.1	i
O=C1CN(C(=O)c2ccccc2)C(c2ccccc2)c2cc(F)ccc2N1 (stereo not drawn)	i	-2.9	i
O=C(NCCN1CCCC1)C1COc2ccccc2O1 (stereo not drawn)	i	0.3	i
